INS promoter inh = inhibitors of insulin promoter-driven GFP, primary screen, imaging, TRM-6 cells (human fetal islet line), eGFP reporter, cell count. reporter expression induced with tamoxifen. inhibition, % at 2 µM. 130,000 tested, 0.9% active. AID 1273, 2008;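 active = inhibition above the mean plus 3 SD, with well images judged a real hit on visual review, cut at about 60% in these data, passing the limit was not always enough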
sdo1 growth = growth rescue of sdo1-depleted yeast, primary screen, S. cerevisiae, bone marrow failure model | S. cerevisiae sdo1-depleted JHY4D growth rescue, OD600 30 h; hits give high values; pdr5 snq2 efflux-pump mutant strain | AID 817, 2007 | 140,000 tested, 0.21% active | z-score at 10 µM;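 active = z-score above 3 at both the 24 hr and the 30 hr optical density reads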;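 note: z-score against mean and SD of all compound wells on the same plate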
sdo1 growth Rescue 24 h = also measured in sdo1 growth; calls as there; z-score; S. cerevisiae sdo1-depleted JHY4D growth rescue, OD600; measured here: growth rescue at 24 h;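 0 is the plate mean of compound wells and units are plate SD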
Numbers without * were called inactive; nt = no result given. This is a subset; the hit share may differ from the screen's.

Results follow in this order: INS promoter inh	sdo1 growth	sdo1 growth Rescue 24 h
1	FC(F)Oc1ccc(/C=N/NC(=S)Nc2cc(C(F)(F)F)ccc2Cl)cc1
  0	0.44	0.45
2	O=C(CSc1nnc(-c2ccncc2)o1)NCc1ccccc1
  -19	0.35	-0.46
3	CCOC(=O)c1ccc2c(c1)nc(-c1ccc(F)cc1)c1nccn12
  10	-0.1	0.05
4	N#Cc1c2c(c(-c3ccccc3)[nH]c1=O)CCCC2
  -33	0.18	-1.1
5	Cc1onc(-c2ccccc2)c1C(=O)Nc1ccc2c(c1)OCCO2
  9	0.51	0.37
6	Cc1cccc(C)c1OCC(=O)Nn1c(COc2ccccc2)nc2ccccc2c1=O
  -3	-1.4	-0.35
7	CN(C#N)c1nc(N2CCOCC2)nc(N2CCOCC2)n1
  12	nt	nt
8	CCOC(=O)c1sc(NC(=O)CCSC)nc1C
  nt	-1.3	-1.7
9	CCCC(C)n1[nH]c(=O)cc1N (stereo not given)
  6	2.1	2.7
10	Cc1ccccc1C(O)c1cccnc1 (stereo not given)
  -8	-0.24	-0.48
11	CC(C)NS(=O)(=O)c1ccc(CCC(=O)NCc2ccc3c(c2)OCO3)cc1
  -75	1.4	0.9
12	O=C(NCCNc1ccc([N+](=O)[O-])cc1C(F)(F)F)c1cccc(F)c1
  nt	-0.21	-0.51
13	Cc1nnc(SCC(=O)N2CC(=O)Nc3ccccc32)n1Cc1ccccc1
  11	-0.23	-0.84
14	O=c1oc2ccccc2cc1C1=Nn2c(nnc2-c2cccnc2)SC1
  nt	0.6	0.81
15	COc1ccc(NC(=O)c2oc3ccccc3c2NC(=O)c2ccco2)cc1
  30	-1.1	-0.8
16	O=C(NCCO)/C(=C\c1ccco1)NC(=O)c1cccs1
  -10	nt	nt
17	COc1cc(OC)cc(C(=O)N/N=C/c2ccc(OC)c(COc3ccc4ccccc4c3)c2)c1
  nt	-0.38	-0.31
18	O=C1NC(=O)C2(COC3(CCCC3)OC2)S1
  nt	1	1.2
19	CCCC(=O)Nc1ccc(N2CCCCC2)cc1
  -32	-0.65	-1.1
20	O=C(CSc1n[nH]c(=O)[nH]c1=O)N/N=C/c1ccccc1
  25	0.98	0.03
21	CCn1c(SCC(=O)c2ccc(Cl)s2)nnc1-c1cccs1
  3	-0.22	-0.09
22	O=C(Nc1cccn(Cc2c(Cl)cccc2Cl)c1=O)c1c(Cl)cccc1Cl
  12	-1.9	-0.65
23	Cc1ccc2nc(-c3ccc(N4C(=NC(=O)CCC(=O)O)SC5CS(=O)(=O)CC54)cc3)sc2c1 (stereo not given)
  nt	1.1	0.69
24	O=C(Cc1cccs1)Nc1cccc(-c2nc3ccccc3o2)c1
  -37	-0.4	1.1
25	O=C1c2ccccc2NC(c2cccnc2)N1c1ccccc1F (stereo not given)
  0	-0.27	0.19
26	O=C(CCCn1c(=S)[nH]c2cc3c(cc2c1=O)OCO3)N1CCN(c2ccccn2)CC1
  15	0.04	-0.69
27	Cc1cc(O)c(NC(=S)NC(=O)c2ccc(-c3ccc(Cl)cc3)o2)cc1C
  22	-2.2	-1.2
28	CC(C)CCNC(=O)C(Cc1ccccc1)NS(=O)(=O)c1ccc2c(c1)c(=O)n(C)c(=O)n2C (stereo not given)
  nt	-0.09	-0.53
29	COc1ccccc1NC(=O)NC1(C(=O)N2CCC(O)CC2)CCCCC1
  -18	0.96	1.5
30	O=C1SCC(c2ccc(Cl)cc2Cl)=NN1Cc1nnc(-c2ccccc2)o1
  4	-0.29	-0.03

An excerpt of these results, in transposed form:
(19) CCCC(=O)Nc1ccc(N2CCCCC2)cc1
(13) Cc1nnc(SCC(=O)N2CC(=O)Nc3ccccc32)n1Cc1ccccc1
(28) CC(C)CCNC(=O)C(Cc1ccccc1)NS(=O)(=O)c1ccc2c(c1)c(=O)n(C)c(=O)n2C (stereo not given)
(29) COc1ccccc1NC(=O)NC1(C(=O)N2CCC(O)CC2)CCCCC1
(8) CCOC(=O)c1sc(NC(=O)CCSC)nc1C
compound no. | 19 | 13 | 28 | 29 | 8
INS promoter inh | -32 | 11 | nt | -18 | nt
sdo1 growth | -0.65 | -0.23 | -0.09 | 0.96 | -1.3
sdo1 growth Rescue 24 h | -1.1 | -0.84 | -0.53 | 1.5 | -1.7

The list continues:
Results follow in this order: INS promoter inh	sdo1 growth	sdo1 growth Rescue 24 h
31	O=C(/C=C/c1ccc(Cl)cc1Cl)N(Cc1ccc(Cl)cc1)C1CCS(=O)(=O)C1 (stereo not given)
  -34	-1.2	-0.21
32	O=C(NNc1ncnc2c1cnn2-c1ccc(F)cc1)c1cccs1
  41	nt	nt
33	COC(=O)C1=C(C)N(CC2CC2)C(=O)N[C@H]1c1ccc(Br)cc1
  -10	-0.89	-1.1
34	Cn1c(/C(C#N)=C(\O)c2ccc([N+](=O)[O-])cc2)nc2ccccc21
  -27	nt	nt
35	O=C(CSc1nnc(CNc2ccc(F)cc2)o1)N1c2ccccc2Sc2ccccc21
  -14	-1.8	-1.8
36	CCCn1c(=O)c2ccccc2n2c(SCc3c(C(=O)OCC)oc4ccccc34)nnc12
  9	-0.17	-0.04
37	C=CCN1C(=O)C(CC(=O)Nc2ccccc2)SC1=Nc1c(C)n(C)n(-c2ccccc2)c1=O (stereo not given)
  3	1.7	1.9
38	CSc1nc(Oc2ccccc2)c2sccc2n1
  0	-0.76	-0.42
39	COc1ccc2nc(NCc3ccccc3)[nH]c2c1
  0	1.9	0.82
40	COc1ccc(CC(NC(C)=O)C(=O)NC2CCN(C(=O)NCc3ccccc3)CC2)cc1 (stereo not given)
  nt	0.41	-0.09
41	Cc1ccc(SCc2nc(N)nc(Nc3ccccc3C)n2)c(C)c1
  32	-1.2	-1.3
42	COc1ccc(/C=N/Nc2ncc(C(F)(F)F)cc2Cl)c(OC)c1OC
  7	-1.1	-1.8
43	CC(=O)c1cccc(-n2c(CCC(=O)O)ccc2-c2cccs2)c1
  -59	0.54	0.61
44	COC(=O)c1ccc(CNC(=O)/C=C/c2cc([N+](=O)[O-])ccc2OC(F)F)cc1
  nt	-0.57	-0.77
45	COc1cc2c(cc1Cl)/C(=C\CCN(C)C)c1ccccc1S2
  -13	-0.79	-0.86
46	Cc1ccc(S(=O)(=O)Oc2ccccc2/C=N/O)cc1
  59	nt	nt
47	O=C(CC1(O)C(=O)c2ccccc2C1=O)c1ccccc1
  -14	-0.23	0.4
48	Cc1nc2ccccc2c2oc(C(=O)NCc3ccccn3)cc12
  -4	-0.71	-0.7
49	CCOc1ccc(Cl)cc1/C=N/NC(N)=O
  16	nt	nt
50	COC(=O)N1CCN(c2ccc(Cl)c(Cl)c2)CC1
  -50	0.75	0.67
51	O=C(NCc1ccco1)/C(=C\c1ccco1)NC(=O)c1ccc(Br)o1
  -100	0.5	1.1
52	C=C(C)CC1N(c2cccc(OC)c2)C(=O)[C@@H]2C(C(=O)O)[C@H]3C=C[C@@]12O3 (stereo not given in full)
  nt	-0.08	-0.28
53	CN(C)c1ccc(N2CN=C3SCC(=O)N3C2)cc1
  -56	0.78	1.3
54	Cc1c(-c2cccc(Cl)c2)nc2ccccc2c1C(=O)OCC(=O)N(C)C1CCS(=O)(=O)C1 (stereo not given)
  35	nt	nt
55	COC(=O)c1[nH]c2cc(C)ccc2c1NC(=O)CN1CCN(C(=O)c2ccco2)CC1
  48	0.27	0.11
56	Cc1ccccc1C1CC(c2ccccc2OC(F)F)Nc2ncnn21 (stereo not given)
  -25	-0.23	-0.42
57	CC(C)(C)c1ccc(-c2nnc(NC(=O)c3ccccc3)s2)cc1
  -35	-0.23	1.2
58	O=C1NC2(NN1c1ccccc1)C1CC3CC(C1)CC2C3 (stereo not given)
  21	-0.25	-1
59	O=C(Nc1ccccc1C(=O)N1CCCC1)c1cccc(S(=O)(=O)N2CCCCCC2)c1
  -21	0.74	0.96
60	O=C(Cc1ccccc1)Nc1ccc(SC(F)F)cc1
  nt	0.01	0.05

Numbers 31 to 34 from above:
Results follow in this order: INS promoter inh	sdo1 growth	sdo1 growth Rescue 24 h
31	O=C(/C=C/c1ccc(Cl)cc1Cl)N(Cc1ccc(Cl)cc1)C1CCS(=O)(=O)C1 (stereo not given)
  -34	-1.2	-0.21
32	O=C(NNc1ncnc2c1cnn2-c1ccc(F)cc1)c1cccs1
  41	nt	nt
33	COC(=O)C1=C(C)N(CC2CC2)C(=O)N[C@H]1c1ccc(Br)cc1
  -10	-0.89	-1.1
34	Cn1c(/C(C#N)=C(\O)c2ccc([N+](=O)[O-])cc2)nc2ccccc21
  -27	nt	nt

Going on with the list.
Results follow in this order: INS promoter inh	sdo1 growth	sdo1 growth Rescue 24 h
61	CC(C)N1CC(C(=O)Nc2ccc(Br)c(Cl)c2)CC1=O (stereo not given)
  0	1.2	0.7
62	O=C(CSc1nnc(-c2ccncc2)n1-c1ccc(Cl)cc1)N1CCOCC1
  -2	-0.1	-0.26
63	CCS(=O)(=O)N1N=C(c2ccccc2)CC1c1ccc2nccnc2c1 (stereo not given)
  -56	0.59	-0.63
64	CCN(CC)S(=O)(=O)c1cccc(C(=O)N[C@H](C(=O)Nc2nc3ccccc3s2)C(C)C)c1
  nt	-0.2	0.45
65	C=CCOc1cccc(C2C(C(=O)c3ccco3)=C(O)C(=O)N2CCN(CC)CC)c1 (stereo not given)
  -25	0.57	0.19
66	O=C(CSCc1ccccc1)Nc1ccc(S(=O)(=O)N2CCOCC2)cc1
  -16	-0.69	-0.57
67	O=C(NCc1cn(-c2ccccc2)nc1-c1ccc(F)cc1)c1cccc([N+](=O)[O-])c1
  nt	-1.1	-1.7
68	C/C(CC(C)C)=N\NC(=O)Nc1ccccc1
  26	0.41	0.35
69	Cc1c(NC(=O)c2ccc(Br)o2)c(=O)n(-c2ccccc2)n1C
  -29	0.05	-0.21
70	O=C(NNC1=NCCC1)c1ccc(Br)cc1
  13	0.45	-0.07
71	CC(=O)Nc1cccc(NC(=O)C2CCCN2C(=O)Nc2ccc(C)cc2)c1 (stereo not given)
  54	1.1	1.9
72	Cc1nnc(NC(=O)CSc2nnc(Cc3cccn3C)n2C)s1
  nt	0.92	1.1
73	O=C(NNC(=O)c1ccccc1Br)c1ccccc1Cl
  44	nt	nt
74	CCC(c1nnnn1Cc1ccc2c(c1)OCO2)N1CCN(c2ccc(F)cc2)CC1 (stereo not given)
  nt	-1.1	0.85
75	Cn1cccc1CNCc1ccccc1Cl
  nt	0.34	-0.26
76	Cc1n[nH]c(C)c1S(=O)(=O)N1CCCC(C(=O)Nc2nccs2)C1 (stereo not given)
  nt	1.5	1.5
77	O=C(Nc1ccc(-c2ccc([N+](=O)[O-])cc2)cc1)c1ccccc1F
  13	nt	nt
78	CCOc1cc(/C=N/NC(=O)COc2cccc(C)c2)ccc1OC(=O)c1cccs1
  nt	-1.2	-1.7
79	O=C(Nc1cnn(Cc2ccc(Cl)c(Cl)c2)c1)C12CC3CC(CC(C3)C1)C2
  11	-1.9	-1.6
80	CCc1c(C)nc(Nc2nc(C)c3cc(OC)ccc3n2)[nH]c1=O
  -14	-1.4	-0.69
81	CCOC(=O)c1nc(NNC(C)=O)sc1C
  18	nt	nt
82	Cc1nc(-c2c(C(F)(F)F)noc2-c2ccc(O)cc2O)cs1
  17	-0.47	-1
83	NC(=O)C1CCN(CC(=O)N2c3ccccc3CCc3ccccc32)CC1
  3	0.5	0.66
84	CCOC(=O)c1c(C=O)c(C)n(Cc2ccc(Cl)cc2)c1C
  -10	-2	-1.3
85	CN(C)C(=O)N1CCCC(C(=O)NCc2ccccc2Cl)C1 (stereo not given)
  8	0.79	1
86	CCOc1ccccc1OCC(=O)N/N=C(\C)Cc1ccc(OC)cc1
  -293	0.86	0.75
87	c1ccc2c(c1)nc1n2CN(Cc2ccc3c(c2)OCO3)CN1
  nt	0.9	0.74
88	CC(C)CCNC(=O)CN(CC1CCCO1)C(=O)CCC(=O)Nc1ccccn1 (stereo not given)
  nt	1.1	0.48
89	Cc1nnc(NC(=O)Cn2nc(C)c3ccccc3c2=O)s1
  37	nt	nt
90	CC(=O)Nc1cccc(-c2csc(NCc3ccco3)n2)c1
  44	0.59	0.89

Remaining list, next part
Results follow in this order: INS promoter inh	sdo1 growth	sdo1 growth Rescue 24 h
91	O=C(O)/C(=C\c1cccs1)Sc1nnc(-c2ccc(F)cc2)o1
  21	nt	nt
92	CCN(CC)S(=O)(=O)c1ccc(N(C)Cc2ccc(C(F)(F)F)cc2)nc1
  -238	-0.47	0.11
93	Cc1nnc2n1NC(c1ccc(Cl)cc1)C(C(=O)N(C)C1CCCCC1)S2 (stereo not given)
  nt	0.8	0.3
94	COC(=O)c1c(NC(=O)Cc2cccs2)sc(C(=O)N2CCCCC2)c1C
  26	-0.46	-0.19
95	FC(F)(F)c1cnc(/C=C/Nc2ccccc2Cl)c(Cl)c1
  -44	-0.73	-0.49
96	CC(=O)OCC(=O)Nc1ccc(Cl)cc1Cl
  -200	-0.15	-0.23
97	Cc1cc(N2CCN(C3CCCC3)CC2)n2c(nc3ccccc32)c1C#N
  -31	-0.81	-1.4
98	O=C(O)c1ccc(NC(=O)c2cccc(N3C(=O)C4C5CCC(C5)C4C3=O)c2)cc1 (stereo not given)
  29	0.44	0.28
99	COC1(OC)C(/C=C/c2ccc(C)cc2)C(C#N)(C#N)C1(OC)OC (stereo not given)
  29	-0.85	-0.73
100	O=C1/C(=C\c2cccs2)N=C(c2cccs2)N1Nc1ccccc1
  -393	-1.2	-1.4
101	O=C(CSc1nnc(NC2CCCCC2)s1)NC1CCS(=O)(=O)C1 (stereo not given)
  54	0.4	0
